GSK3 alpha inh = blockers of GSK3A enzyme activity – biochemical, luminescence, cell-free homogeneous, HTS, primary screen; GSK-3 alpha kinase, ADP-Glo luminescence, 60 min; inhibition, % at 10 µM; actives 0.1% (n = 320,000); AID 2650, 2010;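 in the data active = inhibition above about 50%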;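 also: GST-tagged GSK-3 alpha with peptide substrate and 25 µM ATP; 0% = DMSO neutral wells and 100% = GW8510 positive control wells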
Target sequence (P49840 whole entry, looked up): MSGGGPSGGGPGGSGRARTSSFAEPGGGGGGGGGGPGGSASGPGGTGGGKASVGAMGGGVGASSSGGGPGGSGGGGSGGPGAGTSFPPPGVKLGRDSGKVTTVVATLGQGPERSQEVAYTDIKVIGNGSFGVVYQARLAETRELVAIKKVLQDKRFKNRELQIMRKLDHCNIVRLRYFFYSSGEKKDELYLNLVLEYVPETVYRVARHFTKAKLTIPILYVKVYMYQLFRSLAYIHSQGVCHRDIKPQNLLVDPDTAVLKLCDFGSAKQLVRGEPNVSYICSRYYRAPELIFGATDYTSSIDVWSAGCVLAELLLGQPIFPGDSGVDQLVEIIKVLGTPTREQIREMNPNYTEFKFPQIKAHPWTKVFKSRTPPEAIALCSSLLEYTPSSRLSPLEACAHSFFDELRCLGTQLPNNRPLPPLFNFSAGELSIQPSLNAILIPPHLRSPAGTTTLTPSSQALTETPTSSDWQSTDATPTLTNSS
PolyA inhibitor = polyadenylation inhibitors in yeast reporter cells, primary screen, luminescence, S. cerevisiae; S. cerevisiae SKY197-pL101 polyadenylation reporter, beta-gal luminescence; efflux-impaired pdr1/pdr3 knockout yeast; score 100 = 6 SD above DMSO; calls only at 12 µM; actives 0.02% (n = 300,000); AID 1875, 2009;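 active = lowest replicate activity score at least 50, where 100 means six control SD above control mean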;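 also: yeast exposed to compound for 9 h at 30 °C; higher score means more reporter readthrough which indicates perturbed polyadenylation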
KCNQ1 block = inhibitors of human KCNQ1 channel, primary screen, cell-based, thallium flux, high-throughput. Potassium voltage-gated channel subfamily KQT member 1 (Homo sapiens), P51787. CHO-K1 KCNQ1, FluxOR thallium flux fluorescence; stronger effect = higher value. B-score at 10 µM. actives 1.3% (n = 310,000). AID 2642, 2010;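 active = compounds whose thallium flux B-score, printed positive for inhibition, exceeds three library SD while starting fluorescence stays within three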;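 also: channel opened by potassium depolarization with thallium stimulus after 20 min compound exposure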
Dyrk1A ADPGlo = rat Dyrk1A kinase inhibitors, primary screen, biochemical, single point, plate reader; ADP-Glo luminescence, NFATc1 peptide; actives 0.43% (n = 310,000); inhibition, % at 12.5 µM; in the data active = inhibition above about 50%;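 also: plate controls were vehicle with enzyme for no effect and no enzyme for full effect; many of its hits are not listed in these tables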
KCNQ1 act = potentiators or activators of KCNQ1 channel, primary screen, cell-based, thallium flux, high-throughput | B-score at 10 µM | actives 0.35% (n = 310,000) | CHO-K1 KCNQ1, thallium flux FluxOR fluorescence; stronger effect = higher value | Potassium voltage-gated channel subfamily KQT member 1 (Homo sapiens), P51787;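 active = fluorescence ratio B-score, a plate-corrected score, at least three library SD, with initial intensity B-score within 5 SD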
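Schedule – 37 °C overnight plating, 90-min dark dye load, 20-min compound pretreatment · System – stable KCNQ1 CHO-K1 line · Probe or stimulus – thallium- and potassium-containing depolarizing buffer · Measured by – kinetic FluxOR fluorescence, 10 s baseline plus 110 s post-stimulus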
KCNK9 inh = KCNK9 potassium channel inhibitors, primary screen, HEK293 cells, thallium flux; Potassium channel subfamily K member 9 (Homo sapiens), Q9NPC2; FluxOR thallium flux fluorescence; stronger effect = lower value; B-score at 10 µM; actives 1.2% (n = 310,000); AID 488922, 2010;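 active = ratio B-score over 3 SD below the library mean, with starting fluorescence within 5 SD of its mean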;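 also: negative B-score means less thallium flux so channel inhibition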
Target sequence (Q9NPC2 whole entry, looked up): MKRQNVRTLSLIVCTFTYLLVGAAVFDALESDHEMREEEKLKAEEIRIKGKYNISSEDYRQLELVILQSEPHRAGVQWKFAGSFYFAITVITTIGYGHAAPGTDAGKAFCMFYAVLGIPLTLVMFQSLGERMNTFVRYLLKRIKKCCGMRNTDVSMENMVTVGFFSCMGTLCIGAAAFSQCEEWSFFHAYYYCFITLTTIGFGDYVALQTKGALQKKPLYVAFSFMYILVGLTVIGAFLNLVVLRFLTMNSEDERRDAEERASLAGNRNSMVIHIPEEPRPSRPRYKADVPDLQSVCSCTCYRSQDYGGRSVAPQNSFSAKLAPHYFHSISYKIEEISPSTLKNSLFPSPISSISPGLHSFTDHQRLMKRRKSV
KCNK3 inh = human KCNK3 channel inhibitors, primary screen, CHO cells, FluxOR thallium flux, B-score. Potassium channel subfamily K member 3 (Homo sapiens), O14649. FluxOR fluorescence; stronger effect = lower value. B-score at 10 µM. actives 0.84% (n = 340,000). AID 602410, 2012;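 active = B-score under library mean minus 4 SD, starting fluorescence ratio at most library mean plus 5 SD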;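 also: more negative B-score means stronger inhibition of thallium flux through KCNK3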
GSK3beta inhib = human GSK3beta kinase inhibitors, primary screen, biochemical, cell-free homogeneous, HTS. Glycogen synthase kinase-3 beta (Homo sapiens), P49841. AID 2097, 2009. actives 0.038% (n = 300,000). activity score (negative = inhibition), % at 10 µM. GST-GSK3beta kinase, ADP-Glo luminescence, 60 min; stronger effect = lower value;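 active = more than half of replicate wells score below -50%, meaning over 50% inhibition versus plate controls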;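 also: 0% = median DMSO wells and -100% = median GW8510 positive control wells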
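test system = GST-tagged human GSK3beta kinase, cell-free | reagent = 25 µM ATP with peptide substrate | dosing = one dose of 10 µM per compound | schedule = 60 min reaction, RT | detection = luminescent ADP-Glo measurement of ADP formed | control set = DMSO neutral wells and GW8510 at 20 µM as positive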
RGS4 block = RGS4 inhibitors, primary screen, cell-based, HEK293 M3R inducible RGS4, calcium flux; Regulator of G-protein signaling 4 (Homo sapiens), P49798; Fluo-4 calcium flux; stronger effect = higher value; triggered by carbachol at its EC20; B-score at 10 µM; actives 0.45% (n = 310,000);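 active = B-score, a plate-corrected calcium signal, over three deviations above library mean, with baseline fluorescence within five deviations of library mean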;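 also: RGS4 expression induced by doxycycline in cells with stable M3 receptor; B-score is computed from the integrated fluorescence ratio over baseline after carbachol; higher B-score means a larger calcium signal and so more RGS4 inhibition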
Target sequence (P49798 whole entry, looked up): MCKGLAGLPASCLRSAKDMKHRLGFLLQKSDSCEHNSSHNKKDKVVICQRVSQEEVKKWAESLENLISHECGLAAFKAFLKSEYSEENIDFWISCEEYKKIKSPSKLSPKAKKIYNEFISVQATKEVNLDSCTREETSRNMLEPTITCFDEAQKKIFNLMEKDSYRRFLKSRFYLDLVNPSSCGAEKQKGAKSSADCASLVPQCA
hERG rescue = hERG rescue from dofetilide block, primary screen, cell-based, CHO-hERG, FluxOR thallium flux, dofetilide IC70; Voltage-gated inwardly rectifying potassium channel KCNH2 (Homo sapiens), Q12809; actives 0.51% (n = 310,000); dofetilide IC70 present; activation (rescue from dofetilide block), less the hit threshold, % at 10 µM;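 active = activation above the mean of controls blocked by dofetilide plus 5 SD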;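 also: thallium influx through hERG after potassium depolarization seen as dye fluorescence rise; in these data hits start at about 4.7%; inactives centre near -7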
RGS4 act = RGS4 potentiators or activators, primary screen, cell-based, HEK293 M3R inducible RGS4, calcium flux; carbachol calcium flux Fluo4; stronger effect = lower value; B-score at 10 µM; actives 0.92% (n = 310,000); AID 463111, 2010;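 active = B-score of the integrated calcium signal more than 4 SD below the library mean, with starting fluorescence not abnormally high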;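 also: negative B-score means reduced calcium response which marks RGS4 activation or potentiation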
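Detection: kinetic calcium fluorescence imaging with Fluo4-AM dye, 2 µM / Material: HEK293 cells with stable M3R and inducible RGS4 / Schedule: recording 10 s baseline at 1 Hz, 100 s post-agonist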
Active calls of the source: *; i = inactive; nt = not tested or not shown. The list is partial (hit frequency here may not be typical).

smiles,KCNQ1 block,KCNQ1 act,KCNK3 inh,RGS4 act,PolyA inhibitor,KCNK9 inh,Dyrk1A ADPGlo,GSK3beta inhib,RGS4 block,GSK3 alpha inh,hERG rescue
CC1CC2(CCCC2)Nc2ccc(F)cc21 (stereo not given),i,i,i,i,i,i,-3,1,i,-1,-4
O=c1[nH]cnc2scc(-c3cccs3)c12,i,i,i,i,i,i,45,-1,i,nt,-6
COc1ccc(CCN2CC(C(=O)N(C)CC(=O)Nc3cccc(F)c3)CC2=O)cc1OC (stereo not given),i,i,i,i,i,i,-12,3,i,-3,-3
CCc1onc(C)c1C(=O)Nc1ccc2c(c1)OCO2,i,i,i,i,i,i,-3,1,i,6,-3
O=C(CSc1nnc(-c2ccccc2)n1Cc1ccco1)NCc1ccc2c(c1)OCO2,i,i,i,i,i,i,0,-1,i,nt,-5
CC(=O)Nc1ccc(NC(=O)[C@@H](NC(=O)N2C[C@H]3C[C@@H](C2)c2cccc(=O)n2C3)C(C)C)cc1,i,i,i,i,i,i,-5,-1,i,-2,-6
COc1ccc(OC)c(C2NC(=S)NC3=C2N2CCC3CC2)c1 (stereo not given),i,i,i,i,i,i,5,-4,i,-1,-4
CCOc1ccc(C(=O)N/N=C(/C)C2C(=O)c3ccccc3C2=O)cc1,i,i,i,i,i,i,-8,-16,i,1,-10
CCN(CC)S(=O)(=O)c1ccc(C)c(NC(=O)CN(C)C)c1,i,i,i,i,i,i,0,1,i,-2,-5
CCCCOc1ccc(C2CCC(C(C)=O)C(C)C2)cc1 (stereo not given),i,i,i,i,i,i,6,2,i,-1,-9
CCOc1ccc(S(=O)(=O)N2CCc3ccccc3C2)cc1,i,i,i,i,i,i,0,5,i,-1,-6
COC(=O)C1=CNC=C(C(=O)OC)C1c1cccc(OC)c1,i,i,i,i,i,i,-3,-2,i,2,-14
COc1ccc(OC)c(NC(=O)CSc2nc(=O)n(CCN3CCOCC3)c3c2CCC3)c1,i,i,i,i,i,i,-1,2,i,2,-12
CSCCC1NC(=O)N(C(C)C(=O)Nc2cc(Cl)cc(Cl)c2)C1=O (stereo not given),i,i,i,i,i,i,nt,2,i,-3,-10
CCCc1cc(=O)oc2c(C)c(O[C@@H]3O[C@H](CO)[C@@H](O)[C@H](O)[C@H]3O)ccc12,i,i,i,i,i,i,3,-3,i,-4,-8
COc1ccc(OCCNC(=O)c2cccc(Oc3ccc(C(F)(F)F)cc3[N+](=O)[O-])c2)cc1,i,i,i,i,i,i,0,0,i,-1,-11
COC(=O)c1c(NC(=O)c2ccc([N+](=O)[O-])o2)sc2c1CCN(C(C)C)C2,i,i,i,i,i,i,10,-1,i,0,-6
COC(=O)CSc1nc2cc(OC)ccc2n1C,i,i,i,i,i,i,-8,0,i,-1,-9
CCOC(=O)C1C(=O)OC(C)(C)C1C(CC)C(=O)c1c(C)cc(C)cc1C (stereo not given),i,i,i,i,i,i,nt,-2,i,2,-9
Nc1c(N(C(=O)Nc2ccc(Cl)c(Cl)c2)C2CCCC2)c(=O)[nH]c(=O)n1Cc1ccccc1,i,i,i,i,i,i,-3,1,i,-1,-1
CCOC(=O)c1oc2ccc(S(=O)(=O)Nc3ccc4c(c3)n(C)c(=O)n4C)cc2c1C,i,i,i,i,i,i,13,0,i,-1,-9
CC(C)CCC(CCN1CCCC1)c1ccc2c(c1)OCO2 (stereo not given),i,i,i,i,i,i,7,-1,i,-1,-14
COC(=O)C1=C(O)/C(=C\c2cc(C)n(-c3ccccc3F)c2C)N=C1C,i,i,i,i,i,i,-4,1,i,2,-1
O=C(NCCSc1ccc(Cl)cc1)c1ccc(CN2CCOCC2)cc1,i,i,i,i,i,i,0,-3,i,-1,-10
Cc1ccc(-n2nc(C)c3c2OC(N)=C(C#N)C3c2ccccc2F)cc1 (stereo not given),i,i,i,i,i,i,-1,3,i,6,-11
Oc1ccc(Br)cc1C=Nc1ccc(Cl)cc1,i,i,i,i,i,i,-2,2,i,-4,-6
COc1ccccc1-c1ccc(NC2CCCCC2)nn1,i,i,i,i,i,i,3,1,i,nt,-5
COc1ccc([N+](=O)[O-])cc1N(CC(O)Cn1nnc2ccccc21)S(=O)(=O)c1ccc(C)cc1 (stereo not given),i,i,i,i,i,i,6,1,i,0,-3
CCCCNC(=O)Nc1nc2ccccc2s1,i,i,i,i,i,i,17,-1,i,-6,-5
Cc1cc(C)n(S(=O)(=O)c2ccc(C(C)(C)C)cc2)n1,i,i,i,i,i,i,-10,-1,i,-1,-14
CCc1cc(=O)oc2cc(OCC(=O)N3CCC(C(N)=O)CC3)ccc12,i,i,i,i,i,i,8,2,i,-2,-8
COc1ccc(NC(=O)CSc2nc(O)cc(=O)[nH]2)c(OC)c1,i,i,i,i,i,i,-5,2,i,-2,-8
O=C(CC(=O)c1c(F)cccc1Cl)c1ccccc1O,i,i,i,i,i,i,-2,-3,i,0,1
Cc1ccc(C(=O)NCCNC(=O)Cc2ccccc2)cn1,i,i,i,i,i,i,-1,-1,i,-1,-5
CCOC(=O)C1CCCN(c2c(NCCc3ccc(Cl)cc3)c(=O)c2=O)C1 (stereo not given),i,i,i,i,i,i,-11,2,i,-7,-14
COc1ccccc1NC(=S)NCCC(c1ccccc1)c1ccccc1,i,i,i,i,nt,i,-2,-3,i,-1,-2
COC(=O)C1=C(C)OC(N)=C(C#N)C1c1cc2cc(C)ccc2nc1Cl (stereo not given),i,i,i,i,i,i,1,-4,i,-2,-2
Cc1cccc(NC(=O)CN2C(=O)NC(C)(c3ccc4c(c3)OCO4)C2=O)c1 (stereo not given),i,i,i,i,i,i,-2,3,i,0,-8
O=C(c1cccc(N2CCCC2=O)c1)N1CCN(c2ccccc2)CC1,i,i,i,i,i,i,-7,2,i,-5,-7
CCN(C(=O)c1cnc2scc(C)n2c1=O)c1ccccc1C,i,i,i,i,nt,i,4,1,i,-5,-5
Cc1ccc(Cl)cc1N1CCN(S(=O)(=O)c2cnc[nH]2)CC1,i,i,i,i,i,i,-1,-1,i,-2,-8
CCc1cccc(C)c1NC(=S)NCCc1c(C)[nH]c2ccc(C)cc12,i,i,i,i,i,i,-3,-3,i,-1,-17
CC(=O)Nc1ccc(S(=O)(=O)NCCNC(=O)c2ccccc2F)cc1,i,i,i,i,i,i,8,2,i,-3,-12
CCCn1c(CC)nc([N+](=O)[O-])c1S(=O)(=O)c1ccccc1,i,i,i,i,i,i,1,1,i,-1,-5
N#CCCCn1c(-c2ccccc2)noc1=O,i,i,i,i,i,i,2,2,i,-1,-8
CCOc1ccc(S(=O)(=O)Nc2c(C)n(C)n(-c3ccccc3)c2=O)cc1,i,i,i,i,i,i,14,0,i,-2,-5
CC1CCN(C(c2cccs2)c2nnnn2Cc2ccccc2)CC1 (stereo not given),i,i,i,i,i,i,-1,-2,i,2,-11
CC(=O)Nc1ccc2nc3ccccc3nc2c1,i,i,i,i,i,i,nt,4,i,0,-6
CCOC(=O)c1[nH]c2ccc(F)cc2c1NC(=O)CN1CCN(C/C=C/c2ccccc2)CC1,i,i,i,i,i,i,-2,-5,i,-1,-27
Cc1cc(=O)oc2cc(OC(C)C(=O)Nc3nccs3)ccc12 (stereo not given),i,i,i,i,i,i,5,-13,i,2,-10

Later entries:
smiles,KCNQ1 block,KCNQ1 act,KCNK3 inh,RGS4 act,PolyA inhibitor,KCNK9 inh,Dyrk1A ADPGlo,GSK3beta inhib,RGS4 block,GSK3 alpha inh,hERG rescue
CC(C)Sc1nnc([C@H](Cc2ccccc2)NC(=O)OC(C)(C)C)o1,i,i,i,i,i,i,-8,-5,i,0,-5
COc1ccc(S(=O)(=O)Nc2ncccc2C)c2ccccc12,i,i,i,i,i,i,1,0,i,-1,0
O=C(Cn1cc(C(F)(F)F)cc(Cl)c1=O)Nc1cccc(Cl)c1,i,i,i,i,i,i,1,-1,i,-1,-2
O=C(Nc1ccccc1)C1=C[C@H](c2ccc(Br)cc2)C[C@H](OCc2ccc(CO)cc2)O1,i,i,i,i,i,i,1,1,i,2,-9
O=C(Nc1cc(Cl)ccc1O)c1snnc1-c1ccccc1,i,i,i,i,i,i,1,-1,i,nt,-6
Cc1nn(CC(=O)N2CCc3ccccc3C2)c(C)c1[N+](=O)[O-],i,i,i,i,i,i,-3,-1,i,-1,-12
O=C(c1ccc(NS(=O)(=O)c2ccccc2)cc1)N1CCCCCC1,i,i,i,i,i,i,-3,2,i,-2,1
O=C(NC(C(=O)c1ccccc1)N1CCOCC1)c1ccccc1 (stereo not given),i,i,i,i,i,i,2,3,i,nt,-5
O=C(CC1(O)C(=O)Nc2ccccc21)c1ccccc1O (stereo not given),i,i,i,i,i,i,4,-1,i,-1,-8
CCOc1ccc(NC(=O)N(C2CCCCCC2)C2CCN(C(C)=O)CC2)cc1,i,i,i,i,i,i,2,2,i,0,-5
CCOC(=O)c1cc(NC(=O)c2ccccc2)c(=O)oc1-c1ccccc1,i,i,i,i,i,i,-9,2,i,-1,-6
CC(Sc1ccccc1)C(=O)Nc1cccc(N(C)S(C)(=O)=O)c1 (stereo not given),i,i,i,i,i,i,0,3,i,1,-4

Screening results: PubChem, several laboratories
